Screening results: PubChem BioAssay, NCI
NCI-60 one-dose screen, 48 h, at 10 µM unless noted. Numbers give growth in % (100 = growth as untreated, 0 = no growth, -100 = all killed).
MDA-MB-468: MDA-MB-468 breast cancer. 78,000 compounds, 8.5% hits. AID 2202374
K-562: K-562 leukemia; 78,000 compounds, 7.4% hits; AID 1794777
SR: SR leukemia cells. 73,000 compounds, 8.7% hits. AID 1794780
MOLT-4: MOLT-4 leukemia cells. 80,000 compounds, 6.9% hits
MDA-MB-231: MDA-MB-231 breast cancer | 81,000 compounds, 5% hits | AID 1794789
MDA-MB-435: MDA-MB-435 melanoma | 82,000 compounds, 7.8% hits
RPMI-8226: RPMI-8226 leukemia cells | 77,000 compounds, 7.5% hits
MCF7: MCF7 breast cancer; 82,000 compounds, 6.3% hits; AID 1794796
An asterisk follows results filed as active; . = not tested or not shown. The calls were made as follows: active = growth percent below 10; inactive = the rest.

[1] COc1ccc(/C=N\NC(=O)c2cnn(CC(O)c3ccccc3)c2N)cc1OCc1cccc(F)c1 (stereo not given)
[2] COc1cccc(COc2ccc(/C=C3\Oc4cc(O)ccc4C3=O)cc2)c1
[3] CCCc1nc2nc3c(c(C)nn3-c3ccccc3)c(-c3ccc(Cl)cc3)c2c(=O)[nH]1
[4] CN(C)C(=O)Oc1ccc[n+](C)c1
[5] CN1C(=O)N(C)C2NC(=NCCO)NC21 (stereo not given)

screen / no.	1	2	3	4	5
MDA-MB-468	91.4	12.2	104.4	104.8	95.8
K-562	56.4	49.4	100.3	106.8	86.0
SR	60.2	21.4	89.4	.	95.1
MOLT-4	52.6	52.1	100.2	93.0	90.3
MDA-MB-231	91.4	28.6	112.1	114.4	104.4
MDA-MB-435	87.7	37.2	93.5	110.0	98.5
RPMI-8226	50.9	32.1	92.8	108.6	.
MCF7	61.5	37.8	91.5	.	97.5

[6] C(=N/Nc1ncnc2nc[nH]c12)/c1ccccn1
[7] NCCC[C@H](N)C[C@H]1O[C@@H](n2cnc3c(N)ncnc32)[C@H](O)[C@@H]1O
[8] Cc1c(Br)cccc1NC(=O)c1c(N)c2cc3c(nc2n1C)CCCC3
[9] Clc1ccc(Nc2ncnc3c2sc2ncccc23)cc1
[10] COc1cc2c(cc1-c1c(C)noc1C)ncc1nc(CN3CCOCC3)n([C@H](C)COC(F)F)c12

screen / no.	6	7	8	9	10
MDA-MB-468	-27.3*	98.6	95.0	23.0	29.6
K-562	24.8	94.6	79.7	46.6	28.0
SR	25.7	104.9	81.4	10.4	33.7
MOLT-4	22.2	102.6	72.1	15.0	59.5
MDA-MB-231	53.7	106.9	66.3	63.9	29.5
MDA-MB-435	39.5	102.7	94.6	36.2	35.8
RPMI-8226	.	100.5	79.8	38.2	10.1
MCF7	22.9	94.3	80.3	19.5	13.2

Brought forward from above: 4 entries, followed by the next part.
[7] NCCC[C@H](N)C[C@H]1O[C@@H](n2cnc3c(N)ncnc32)[C@H](O)[C@@H]1O
[8] Cc1c(Br)cccc1NC(=O)c1c(N)c2cc3c(nc2n1C)CCCC3
[9] Clc1ccc(Nc2ncnc3c2sc2ncccc23)cc1
[10] COc1cc2c(cc1-c1c(C)noc1C)ncc1nc(CN3CCOCC3)n([C@H](C)COC(F)F)c12
[11] O=C(CSc1ccc(-c2ccc(Br)cc2)nn1)Nc1nc2ccccc2[nH]1
[12] CS(=O)(=O)Nc1ccc(C(=O)NC(C(=O)NO)c2ccc(-c3cc(F)cc(F)c3)cc2)cc1 (stereo not given)
[13] O=C(O)c1ccc2ccccc2c1C(=O)O
[14] N#Cc1ccc(/C=C/c2cn(-c3ccccc3)nc2-c2cccc([N+](=O)[O-])c2)cc1
[15] O=C(CNn1c(COc2ccccc2)nc2ccccc2c1=O)Nc1ccccc1

screen / no.	7	8	9	10	11	12	13	14	15
MDA-MB-468	98.6	95.0	23.0	29.6	106.3	86.5	101.2	64.7	102.8
K-562	94.6	79.7	46.6	28.0	95.2	94.6	93.5	61.2	99.6
SR	104.9	81.4	10.4	33.7	75.3	101.5	86.0	66.5	93.3
MOLT-4	102.6	72.1	15.0	59.5	91.0	98.6	93.0	97.6	98.1
MDA-MB-231	106.9	66.3	63.9	29.5	89.7	91.2	112.4	36.1	81.4
MDA-MB-435	102.7	94.6	36.2	35.8	107.0	104.9	100.8	61.2	108.1
RPMI-8226	100.5	79.8	38.2	10.1	68.4	96.9	109.1	74.8	90.3
MCF7	94.3	80.3	19.5	13.2	99.6	88.0	93.5	58.7	84.3

[16] CC(=O)N(CC#Cc1cccc(C(N)=O)c1)C[C@H]1C[C@@H](n2ccc3c(Cl)ncnc32)[C@H](O)[C@@H]1O
[17] CCc1cc2c(cc1C(C)=O)C(C)(C)CCC2(C)C
[18] Oc1ccc(-c2nnc(-c3cccnc3)o2)cc1
[19] O=C(NCCNc1nccc(-n2ccc3cccnc32)n1)c1c(F)cccc1F
[20] COC(=O)[C@@]1(/C=C/c2ccccc2)C(=O)N(c2ccc(OC)cc2)[C@@]1(C(=O)OC)c1ccc([N+](=O)[O-])cc1

screen / no.	16	17	18	19	20
MDA-MB-468	100.0	101.0	88.4	107.1	75.2
K-562	105.7	105.6	103.5	100.9	103.6
SR	122.2	108.3	104.1	102.7	107.3
MOLT-4	104.9	105.5	104.0	101.9	99.7
MDA-MB-231	95.6	104.1	110.6	105.5	78.3
MDA-MB-435	106.9	104.5	111.5	103.9	94.8
RPMI-8226	111.8	104.1	102.3	.	81.4
MCF7	92.7	93.6	95.4	100.9	92.0

[21] O=C1C=CC(=O)N1Cc1ccco1
[22] CN1C(=O)C(Nc2ccc(C(=O)Nc3ccc(F)cc3)cc2)=C(c2ccc(Cl)cc2)C1=O
[23] Brc1ccc(-c2cn3ccnc3c(-c3ccc4ncn(C5CCCCC5)c4c3)n2)cc1
[24] O=C(O)C(Cc1ccccc1)N1C(=O)/C(=C/C(Cl)=C/c2ccc([N+](=O)[O-])cc2)SC1=S (stereo not given)
[25] C/C(=C(/c1ccc(O)cc1)c1ccc(Cl)cc1)c1ccccc1

screen / no.	21	22	23	24	25
MDA-MB-468	65.4	84.1	66.3	-12.8*	-71.9*
K-562	94.1	80.9	41.0	9.6*	-1.8*
SR	74.7	55.7	39.3	5.3*	-27.9*
MOLT-4	79.5	66.2	79.6	0.4*	-29.5*
MDA-MB-231	84.0	73.7	77.2	29.5	-83.3*
MDA-MB-435	95.8	92.2	41.6	-41.7*	-93.1*
RPMI-8226	106.5	70.8	67.9	-6.2*	-45.9*
MCF7	62.0	80.0	53.6	26.1	-63.3*

[26] CC(=O)Nc1ccc2c(C(=O)O)c(C)c(=O)[nH]c2n1
[27] N=C1c2nc3n(c2C(=O)c2nc4n(c21)CCCC4)CCCC3
[28] COc1cc(/C=N/NC(=O)CN2CCN(c3cc4c(cc3F)c(=O)c(C(=O)O)cn4C3CC3)CC2)cc(OC)c1OC
[29] CN1C(=O)C2(SCC(C(=O)NCc3ccccc3)N2C(=O)C2CCCCC2)c2ccccc21 (stereo not given)
[30] CN(C)c1ccc(/C=N/O)cc1

screen / no.	26	27	28	29	30
MDA-MB-468	105.9	68.1	101.7	98.2	101.0
K-562	112.4	81.4	89.2	.	116.9
SR	108.9	69.5	81.2	83.3	102.0
MOLT-4	112.8	85.4	94.0	78.7	111.7
MDA-MB-231	88.3	82.6	87.5	117.1	85.3
MDA-MB-435	88.7	-82.5*	101.1	81.2	103.2
RPMI-8226	99.8	82.2	95.5	95.0	108.8
MCF7	100.2	-7.0*	92.0	94.8	91.0

[31] COc1ccc(-c2nc3c(-c4ccccc4)c(Nc4ccccc4)nn3c(N)c2C#N)cc1
[32] COc1cc(C2CC(c3ccccc3)=Nc3c(N)nc(N)nc3N2)ccc1Oc1nc(NCCO)nc(N2CCOCC2)n1 (stereo not given)
[33] Cc1cc(NC(=O)CNc2nc(Oc3ccc(F)cc3)nc(-c3ccc(F)cc3)n2)ccc1Cl
[34] Cn1c(=O)[nH]c(=O)c2nc(CC(O)c3ccco3)c(=O)[nH]c21 (stereo not given)
[35] Cn1c(=O)c2c(nc3n2CCCN3CCc2ccccn2)n(C)c1=O

screen / no.	31	32	33	34	35
MDA-MB-468	89.3	88.0	92.5	99.5	101.6
K-562	63.5	91.3	89.5	103.6	105.8
SR	74.6	66.0	85.2	115.3	100.9
MOLT-4	63.5	91.3	80.1	107.0	101.1
MDA-MB-231	96.6	97.1	105.8	109.5	100.3
MDA-MB-435	84.9	102.4	105.2	102.9	107.3
RPMI-8226	69.9	104.2	96.6	114.6	104.9
MCF7	68.1	83.0	94.8	99.7	95.7

[36] COc1ccc(-c2cc(=O)c3c(C)cc(O)cc3o2)cc1
[37] COc1ccc(Nc2ccnc(NCCNc3ccnc4cc(Cl)ccc34)n2)cc1
[38] NS(=O)(=O)c1ccc(NC2=C(Cl)C(=O)c3ccccc3C2=O)cc1
[39] CC(C)C(=O)Nc1ccccc1
[40] COc1ccc(-n2nc(C(=O)NCCC(=O)O)nc2-c2ccccc2)cc1

screen / no.	36	37	38	39	40
MDA-MB-468	109.8	.	-67.0*	116.3	103.6
K-562	.	3.5*	18.6	101.1	98.4
SR	59.6	.	.	104.6	84.4
MOLT-4	73.8	18.0	73.6	110.1	95.4
MDA-MB-231	112.1	37.3	79.7	100.7	107.8
MDA-MB-435	99.0	-39.1*	124.3	108.5	111.2
RPMI-8226	90.5	-22.9*	61.2	101.5	110.1
MCF7	98.6	14.3	72.8	98.3	94.4

[41] NC(C(=O)O)c1ccc(O)cc1 (stereo not given)
[42] COc1ccc(C(=O)Nc2ccc(N(C)C)cc2)cc1
[43] O=C(NCc1ccccc1)C(Cl)Cl
[44] CC(CN)[C@@H]1CC[C@]2(CO)CC[C@]3(C)[C@H](CC[C@@H]4[C@@]5(C)CCC(N)C(C)(C)[C@@H]5CC[C@]43C)[C@@H]12 (stereo not given in full)
[45] Cc1cc2nc(C(Cl)Cl)nc(-c3cccs3)n2n1

screen / no.	41	42	43	44	45
MDA-MB-468	101.2	106.6	85.2	6.2*	-52.0*
K-562	100.6	103.6	107.5	-55.8*	35.3
SR	91.1	89.2	95.1	-46.4*	48.3
MOLT-4	94.2	85.1	101.5	-35.1*	21.3
MDA-MB-231	114.9	95.9	101.8	-68.5*	11.2
MDA-MB-435	116.1	108.0	103.5	-29.2*	26.3
RPMI-8226	89.4	111.4	101.1	-38.2*	-23.4*
MCF7	97.8	104.2	90.1	-71.2*	12.1

[46] O=C(NNCN1C(=O)c2ccccc2C1=O)c1ccccc1
[47] Cc1ccccc1NS(=O)(=O)c1ccccc1
[48] Cc1ccc(-n2c(SCC(=O)Nc3ccc(-c4nc5ccccc5[nH]4)cc3)nc3ccccc3c2=O)cc1
[49] Cc1cc2nc(-c3ccccc3Br)n3c(=O)cc(C)n3c2cc1C
[50] COc1ccc(/C=c2\c(=O)n(-c3ccccc3)c3nnc(NN)n23)cc1

screen / no.	46	47	48	49	50
MDA-MB-468	.	106.4	103.9	88.0	116.3
K-562	101.6	92.5	95.9	106.6	101.2
SR	101.4	94.2	99.4	84.5	101.4
MOLT-4	96.2	95.9	102.1	103.5	103.0
MDA-MB-231	119.2	120.9	92.6	107.1	84.0
MDA-MB-435	119.0	106.8	106.4	94.8	112.9
RPMI-8226	104.0	104.4	104.0	91.2	99.3
MCF7	97.5	106.3	102.9	98.3	108.6

[51] CCCC(=O)c1ccc2ccccc2c1O
[52] COc1ccc(C2=NN(C(C)=O)C(c3ccc(C)s3)C2)cc1 (stereo not given)
[53] O=C(O)CCOc1ccc(Cl)cc1
[54] CC1CCS(=O)(=O)C1 (stereo not given)
[55] COc1cccc(NC(=O)Nc2cccc(-c3ccc(=O)[nH]n3)c2)c1

screen / no.	51	52	53	54	55
MDA-MB-468	97.4	111.1	96.8	91.8	100.0
K-562	101.2	81.1	100.6	122.3	90.0
SR	92.4	83.7	94.3	101.7	.
MOLT-4	101.8	83.6	100.5	118.3	92.7
MDA-MB-231	83.4	84.3	98.0	104.5	99.5
MDA-MB-435	104.7	99.9	111.3	99.2	109.2
RPMI-8226	106.8	.	98.5	108.4	95.1
MCF7	99.6	105.4	103.5	86.6	85.7

[56] COc1cccc(-c2cc(-c3ccc(NC(=O)c4ccccc4)cc3)[nH]c(=O)c2C#N)c1
[57] COc1cc(/C=C/c2ccccc2)oc(=O)c1
[58] Cc1cc(-c2ccc(Cl)cc2)n(Cc2nnc(SCC(=O)Nc3ccc(S(N)(=O)=O)cc3)n2-c2ccc([N+](=O)[O-])cc2)n1
[59] CCCCCCCCCCCCCCCCCCOC(=O)CCl
[60] N#Cc1c(-c2cccnc2)cc(-c2ccc(Cl)cc2)[nH]c1=O
[61] CCCCn1c(O)c(N=NC(=O)c2ccc(S(N)(=O)=O)cc2)c2ccccc21
[62] CC1CCCCC1CO (stereo not given)

screen / no.	56	57	58	59	60	61	62
MDA-MB-468	100.7	126.9	78.6	96.1	101.8	96.6	110.2
K-562	98.4	123.8	64.3	117.0	112.0	94.5	99.0
SR	87.4	.	72.5	103.9	109.6	94.6	.
MOLT-4	96.3	101.0	54.4	105.2	96.9	90.1	99.7
MDA-MB-231	88.0	107.9	93.3	.	103.3	88.4	96.1
MDA-MB-435	99.9	108.9	87.4	109.7	100.3	106.1	102.7
RPMI-8226	102.6	112.2	64.3	106.3	107.4	88.1	106.4
MCF7	91.7	90.3	58.0	93.2	86.8	93.5	98.7
